# Bim-Mcl-1 = inhibitors of Bim peptide binding to Mcl-1, primary screen, biochemical, bead-based flow cytometry, multiplex. Bim peptide-Mcl-1 binding. inhibition, % at 10 µM. 0.1% of 190,000 active; in the data active = inhibition above about 40%;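 also: 0% = no compound tracer wells and 100% = peptide blocker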
# Target sequence (Q07820 whole entry, looked up): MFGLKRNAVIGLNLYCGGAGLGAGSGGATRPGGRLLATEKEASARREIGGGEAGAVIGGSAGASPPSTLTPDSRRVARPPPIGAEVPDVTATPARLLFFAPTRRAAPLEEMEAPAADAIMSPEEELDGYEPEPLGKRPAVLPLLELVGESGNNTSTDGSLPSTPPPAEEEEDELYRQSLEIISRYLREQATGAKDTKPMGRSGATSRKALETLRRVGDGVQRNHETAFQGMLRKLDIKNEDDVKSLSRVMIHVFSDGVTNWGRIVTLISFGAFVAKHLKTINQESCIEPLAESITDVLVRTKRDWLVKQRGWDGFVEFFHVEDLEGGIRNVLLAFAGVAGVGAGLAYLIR
# ABCB1 block = ABCB1 efflux pump inhibitors, primary screen, cell-based, multiplex, flow cytometry, ABCG2 counter-screen | ATP-dependent translocase ABCB1 (Homo sapiens), P08183 | CCRF-Adr cells, JC-1 efflux | inhibition, % at 6.6 µM | 0.067% of 190,000 active; in the data active = inhibition above about 40%;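 also: 0% = vehicle and 100% = reference inhibitor; higher value means more JC-1 retained so stronger ABCB1 efflux block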
# GSH bead fluor = compound fluorescence on glutathione beads, profiling panel, artefact control, biophysical, 488/530 nm, flow cytometry; GSH beads flow cytometry, compound fluorescence 488/530 nm; active compounds read high; fluorescence (KMESF) at 10 µM; 0.25% of 190,000 active; in the data active = fluorescence above about 89;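 also: glutathione beads carrying GST-tagged Bcl family fusion proteins plus one bare bead set; values are compound well signal with DMSO vehicle wells as background; inactives centre near 16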
# Mcl1-Noxa inh = Mcl-1/Noxa binding inhibitors, primary screen, biochemical, TR-FRET, 1536-well; Induced myeloid leukemia cell differentiation protein Mcl-1 (Homo sapiens), Q07820; TR-FRET Mcl-1/Noxa peptide binding, 2 h; inhibition, % at 21.7 µM; 1.5% of 220,000 active; AID 1022, 2008;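 active = compounds that cut the protein-peptide binding signal by more than 50% relative to plate controls in a single-dose test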;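 also: His-tagged Mcl-1 with rhodamine Noxa BH3 peptide and terbium anti-His antibody; 0% = Mcl-1 plus Noxa peptide wells and 100% = peptide-only wells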
# ABCG2 inh = ABCG2 efflux pump inhibitors, primary screen, multiplex with ABCB1, IgMXP3 cells, flow cytometry | Broad substrate specificity ATP-binding cassette transporter ABCG2 (Homo sapiens), Q9UNQ0 | JC-1 efflux | inhibition, % at 6.6 µM | 0.1% of 190,000 active | AID 1325, 2008;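 active = inhibition above 80%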;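 also: 0% = DMSO and 100% = nicardipine control wells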
# Target sequence (Q9UNQ0 whole entry, looked up): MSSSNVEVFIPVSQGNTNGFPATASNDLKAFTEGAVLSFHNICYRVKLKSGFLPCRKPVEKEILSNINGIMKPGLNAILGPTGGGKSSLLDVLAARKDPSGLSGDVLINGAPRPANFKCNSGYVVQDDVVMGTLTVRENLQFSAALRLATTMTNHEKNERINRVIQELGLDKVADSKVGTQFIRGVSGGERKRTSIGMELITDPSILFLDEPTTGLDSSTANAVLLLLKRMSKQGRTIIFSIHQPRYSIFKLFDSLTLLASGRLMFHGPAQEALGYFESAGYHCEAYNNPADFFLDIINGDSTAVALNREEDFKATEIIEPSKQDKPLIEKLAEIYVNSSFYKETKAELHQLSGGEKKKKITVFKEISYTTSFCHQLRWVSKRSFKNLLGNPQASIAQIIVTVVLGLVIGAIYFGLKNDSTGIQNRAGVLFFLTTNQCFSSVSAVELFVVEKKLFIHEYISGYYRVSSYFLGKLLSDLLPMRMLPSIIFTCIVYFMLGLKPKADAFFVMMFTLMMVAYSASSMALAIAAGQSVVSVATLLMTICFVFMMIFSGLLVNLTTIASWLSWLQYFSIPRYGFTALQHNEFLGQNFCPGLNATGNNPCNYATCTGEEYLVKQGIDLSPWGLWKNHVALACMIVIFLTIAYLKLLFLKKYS
#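 System: two drug-resistant human cell lines, ABCG2 and ABCB1; controls: nicardipine high and DMSO low controls; times: 10 min exposure at 25 °C with rotation, no wash; detection: flow cytometry of retained JC-1 fluorescence; read-out basis: percent efflux inhibition, scaled nicardipine 100% to DMSO 0%; doses: one concentration, 6.6 µM final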
# Mcl1 Bid PPI = Mcl-1/Bid binding inhibitors, primary screen, biochemical, TR-FRET, 1536-well; AID 1021, 2008; 0.97% of 220,000 active; Induced myeloid leukemia cell differentiation protein Mcl-1 (Homo sapiens), Q07820; TR-FRET Mcl-1/Bid-Dy647 peptide binding; inhibition, % at 21.7 µM;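 active = compounds that cut the binding signal by more than half at the single screening dose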;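 also: His-tagged Mcl-1 with europium anti-His antibody binding Bid BH3 peptide; 0% = Mcl-1 plus peptide wells and 100% = peptide-only wells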
# RGS4-Gao reg = modulators of RGS4 binding to Galphao, primary screen, biochemical, multiplexed bead flow cytometry; Guanine nucleotide-binding protein G(o) subunit alpha (Homo sapiens), P09471; actives lie on both sides; binding response (% of control), % at 10 µM; 0.33% of 220,000 active; AID 1415, 2008; in the data active = binding response below about 49% or above about 150%; inactive = in between;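 also: fluorescent Galphao activated with aluminum fluoride binding bead-coupled RGS4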
# Pf gametocyte = late stage P. falciparum gametocyte viability inhibitors, primary screen, ATP luminescence, HTS; 0.065% of 150,000 active; P. falciparum stage V gametocytes, 24 h; inhibition, % at 10.9 µM;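 active = inhibition above the mean plus 3 SD of compounds within the control limits, set per campaign, cut at about 38% in these data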;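 also: 0% = DMSO wells and 100% = medium only without gametocytes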
# Avidin bead fluor = green autofluorescence of compounds with avidin beads – biophysical, 488/530 nm, flow cytometry, artefact control, profiling panel; compound fluorescence 488/530 nm; active compounds read high; AID 1775, 2009; 0.38% of 220,000 active; fluorescence (KMESF) at 10 µM; in the data active = fluorescence above about 47; also: inactives centre near 10
# RGS8-Gao = RGS8-Galphao binding modulators, primary screen, biochemical, multiplexed bead flow cytometry. AID 1423, 2008. actives lie on both sides. 0.34% of 220,000 active. Guanine nucleotide-binding protein G(o) subunit alpha (Homo sapiens), P09471. response (percent of control binding), % at 10 µM; in the data active = response below about 60% or above about 140%; inactive = in between;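 also: Galphao activated as the GDP aluminium fluoride complex binding bead-coupled RGS8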
# RGS7-Gao reg = RGS7-Galphao binding modulators, primary screen, biochemical, multiplexed bead flow cytometry; Guanine nucleotide-binding protein G(o) subunit alpha (Homo sapiens), P09471; actives lie on both sides; AID 1439, 2008; 0.35% of 220,000 active; binding response (% of control), % at 10 µM; in the data active = binding response below about 49% or above about 150%; inconclusive = no clear call, values can overlap the other calls; inactive = in between;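 also: fluorescent Galphao held in activated GDP-AlF4 state binding bead-coupled RGS7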
# Numbers without * were called inactive; ? = inconclusive; / = no result given.
SMILES,Bim-Mcl-1,ABCB1 block,GSH bead fluor,Mcl1-Noxa inh,ABCG2 inh,Mcl1 Bid PPI,RGS4-Gao reg,Pf gametocyte,Avidin bead fluor,RGS8-Gao,RGS7-Gao reg
CCOC(=O)CNC(=O)c1nn(-c2ccc(OCC)cc2)c(=O)c2ccccc12,0,3.2,25,-3,47,-4,98,12,20,100,100
O=C(O)COc1ccccc1/C=N/NC(=O)CSc1nnc(SCc2ccc(Cl)cc2)s1,/,/,/,-7,/,12,98,-11,8,98,?
CC(O)Cn1cnc2c1c(=O)n(C)c(=O)n2C (stereo unspecified),0,0.6,20,-17,9,-6,103,/,8,101,101
Cn1c(=O)c2c(ncn2CC(=O)OCC(=O)NC2CCCc3ccccc32)n(C)c1=O (stereo unspecified),0,-0.2,42,-11,0,-31,91,5,6,93,95
O=C(NCCN1CCOCC1)C(=O)NCc1ccco1,-4,1.2,17,17,9,-36,107,23,22,103,127
COc1ccc(C(=O)NCc2nnc(SCC(=O)N3CCOCC3)o2)cc1,-1,0.5,12,13,-1,-11,104,4,10,101,103
CCOC(=O)c1nnc(-c2cccs2)nc1Oc1ccccc1C(=O)OC,-5,0.8,41,16,3,23,99,/,8,97,97
CCn1cc(/C=N/NC(=O)c2ccc3c(c2)OCO3)c(C)n1,13,-0.1,15,11,0,-29,104,/,9,105,98
COc1ccc(NC(=O)CC23CC4CC(C2)CC(n2nnc(C)n2)(C4)C3)cc1,-1,0.5,20,8,11,-12,99,-9,10,99,94
C=C(C)C(=O)NNc1ccccc1,3,0.3,9,-2,0,-44,101,-5,20,102,102
O=C(COC(=O)c1cccc(C(=O)OCC(=O)c2ccc(Br)cc2)n1)c1ccc(Br)cc1,-1,-0.6,22,-1,-1,20,97,/,13,99,97
CCc1nnc(NC(=O)CCC(=O)NCC2CCCO2)s1 (stereo unspecified),-5,-0.7,29,-1,-1,-27,98,-11,13,93,99
CCN(CC)c1ccc(/C=N\NC(N)=O)cc1,-8,-0.2,11,32,29,-39,101,17,24,100,105
Cc1ccc(-c2nc3ccccc3c(=O)n2-c2c(C)n(C)n(-c3ccccc3)c2=O)cc1,/,/,/,-9,/,-35,98,21,3,100,?
Cc1cc(Cl)c(S(=O)(=O)Nc2ccon2)cc1OCC(=O)NC1CCCCC1,0,0.8,25,24,2,-8,106,/,7,103,104
CCOc1ccc(S(=O)(=O)NN=C2CCN(C(C)=O)CC2)cc1,0,2.8,12,4,14,-39,100,-4,7,100,94
CN(C)c1cccc(C(=O)n2cc(C(=O)c3cc(F)ccc3O)cn2)c1,-1,0.3,14,29,2,0,94,-13,7,99,92
CC(C)CC(=O)Nc1cccc(NC(=O)c2ccccc2Cl)c1,-2,0.9,3,-3,26,-27,102,/,13,103,103
O=C(c1cc2ccccc2oc1=O)N(Cc1cccs1)Cc1ccccc1Cl,1,6.1,29,16,25,-6,101,/,6,99,98
O=C(Cn1ncc2c1-c1ccccc1OC2)N1CCN(c2ccccn2)CC1,-1,1.2,21,15,3,-8,100,/,8,104,99
Clc1ccc(-n2nnnc2SCc2cn3ccccc3n2)cc1,-8,2.3,23,20,27,-10,101,/,24,100,99
CCN(CC(=O)NCc1ccccn1)S(=O)(=O)c1ccc(Cl)cc1,-3,0.1,33,24,1,9,102,15,13,105,111
COC(=O)CSc1nccc(-c2cccs2)n1,32,1.1,11,0,7,-12,102,4,13,101,?
CCOc1ccc(NC(=O)NNC(=O)c2ccc(CC)s2)cc1,3,0.0,25,5,1,-28,99,-18,9,102,99
CC(/C=N/n1cnnc1)=C\c1ccco1,0,1.2,20,7,32,-7,102,13,32,100,101
O=CN/C=C/c1cc(O)ccc1O,/,/,/,57*,/,-196,99,/,5,100,?
COc1ccc(C(=O)Nc2cc(C)cc(C)c2)cc1S(=O)(=O)N1CCOCC1,-5,0.7,23,18,3,-9,99,/,13,100,100
O=C(/C=C/c1ccco1)NC(=S)Nc1cc(C(F)(F)F)ccc1N1CCOCC1,-3,0.9,17,6,12,-31,88,-23,15,93,90
O=C(COC(=O)c1cccs1)NCCN1C(=O)CSC1=O,1,0.0,28,-7,0,-31,102,/,4,101,99
CCc1ccc(OCC(=O)c2c(O)c3ccccc3oc2=O)cc1,-3,0.2,16,29,1,-8,100,-21,12,100,99
CCCN1CCN(S(=O)(=O)c2ccc3c(c2)OCCO3)CC1,-1,1.6,18,29,3,-12,96,/,11,99,94
CCOC(=O)CC(=O)CSc1ccc2nnc(-c3ccccc3)n2n1,-2,0.0,9,14,1,-9,98,/,37,100,97
O=C(CSc1nnc(C2COc3ccccc3O2)o1)Nc1ccc(F)cc1Cl (stereo unspecified),0,0.3,9,0,2,-19,101,12,19,105,104
CCOc1ccc(CC2S/C(=N/c3ccccn3)NC2=O)cc1 (stereo unspecified),0,0.4,36,-7,1,0,99,/,4,100,100
Cc1cnc(CNC(=O)c2ccc(OC3CCN(C(=O)C4CC4)CC3)cc2)cn1,-1,0.7,17,7,1,-20,94,-1,5,98,91
Cc1[nH]c2ccccc2c1-c1csc(NC(=O)CN2CCOCC2)n1,-3,2.6,10,28,18,-10,90,1,11,93,88
O=C(O)/C=C/c1cccc2c1OCCO2,/,/,/,8,/,-36,106,-5,8,104,?
O=C(COn1nnc2ccc(Cl)cc21)NC12CC3CC(CC(C3)C1)C2,-2,0.4,33,15,16,2,105,-19,21,104,104
Cc1ccc(NNC(=S)Nc2ccc(C(C)C)cc2)c(C)c1,-1,0.7,8,-1,13,-48,103,-5,9,100,99
Cc1nc(COc2ccccc2Cl)sc1-c1ccnc(N)n1,/,/,/,-5,/,55*,105,-13,8,104,?

# Among those listed so far, these have a furan ring, fused or not:
SMILES,Bim-Mcl-1,ABCB1 block,GSH bead fluor,Mcl1-Noxa inh,ABCG2 inh,Mcl1 Bid PPI,RGS4-Gao reg,Pf gametocyte,Avidin bead fluor,RGS8-Gao,RGS7-Gao reg
O=C(NCCN1CCOCC1)C(=O)NCc1ccco1,-4,1.2,17,17,9,-36,107,23,22,103,127
CC(/C=N/n1cnnc1)=C\c1ccco1,0,1.2,20,7,32,-7,102,13,32,100,101
O=C(/C=C/c1ccco1)NC(=S)Nc1cc(C(F)(F)F)ccc1N1CCOCC1,-3,0.9,17,6,12,-31,88,-23,15,93,90

# Next part.
SMILES,Bim-Mcl-1,ABCB1 block,GSH bead fluor,Mcl1-Noxa inh,ABCG2 inh,Mcl1 Bid PPI,RGS4-Gao reg,Pf gametocyte,Avidin bead fluor,RGS8-Gao,RGS7-Gao reg
CC1=NN(c2nc(-c3ccc(C)cc3)cs2)C(=O)C1N=Nc1ccccc1O (stereo unspecified),11,-0.4,9,-32,0,-150,98,3,13,94,102
COCCOc1cc(NC(=O)CS(=O)CC(=O)N(C)C)c(Cl)cc1Cl (stereo unspecified),1,-0.8,19,-9,0,-33,86,/,5,98,86
O=C(Nc1c(F)cc(F)cc1Br)c1cc(-c2ccc(O)cc2)on1,0,0.6,25,21,4,-23,104,/,7,103,96
O=C(c1ccco1)N1CCN(Cc2nc3ccccc3c(=O)n2-c2ccc(F)cc2)CC1,0,2.3,21,10,5,-8,93,/,7,98,93
O=C(Nc1ccc([N+](=O)[O-])cc1)c1cn(-c2ccccc2)nc1-c1cc2ccccc2o1,-3,0.0,9,-19,5,4,93,1,12,105,94
CN(Cc1ccccc1)c1nc2c(c(=O)[nH]c(=O)n2C)n1CCOc1ccccc1,0,1.1,46,-7,3,-1,103,/,4,104,101
O=C(Nc1nnc(SCc2ccc(Cl)cc2)s1)C1CCCO1 (stereo unspecified),-2,0.3,18,-17,3,-9,106,/,34,105,104
COc1ccc(C2SCC(=O)N2CCCN(C)C)cc1 (stereo unspecified),-1,0.7,26,6,0,91*,98,/,33,99,99
COC(=O)c1sccc1NC(=S)Nc1ccc(F)cc1F,-3,0.4,17,8,3,-36,105,1,12,108,102
Cc1ccc2c(c1)C(c1ccncc1)=NNC(c1ccc(F)cc1)=N2,-23,0.7,9,0,4,5,101,/,26,106,99
Cn1nnnc1SCC(=O)Nc1ccccc1C(N)=O,4,-0.1,19,1,-1,4,104,/,10,101,?
O=S(=O)(N/N=C/c1ccc(OC2CSC2)cc1)c1ccccc1,0,-0.1,13,9,-1,-32,91,/,13,94,93
O=C1Nc2ccc(F)cc2C12SCCS2,0,0.2,20,-10,1,-19,97,/,4,106,96
CSCCC(NC(=O)c1ccc(Cl)cc1)C(=O)OCC(=O)Nc1cc(Cl)ccc1C (stereo unspecified),-2,0.8,11,7,15,-17,102,15,12,102,97
CCOC(=O)c1ccccc1NC(=O)/C(C)=C/C(=O)O,-1,0.2,9,1,0,-29,102,/,8,101,102

# In a second layout: results already given
# Each structure is followed by: Bim-Mcl-1	ABCB1 block	GSH bead fluor	Mcl1-Noxa inh	ABCG2 inh	Mcl1 Bid PPI	RGS4-Gao reg	Pf gametocyte	Avidin bead fluor	RGS8-Gao	RGS7-Gao reg
COc1ccc(C2SCC(=O)N2CCCN(C)C)cc1 (stereo unspecified)
    -1	0.7	26	6	0	91*	98	/	33	99	99
Cc1ccc2c(c1)C(c1ccncc1)=NNC(c1ccc(F)cc1)=N2
    -23	0.7	9	0	4	5	101	/	26	106	99
CC1=NN(c2nc(-c3ccc(C)cc3)cs2)C(=O)C1N=Nc1ccccc1O (stereo unspecified)
    11	-0.4	9	-32	0	-150	98	3	13	94	102
O=S(=O)(N/N=C/c1ccc(OC2CSC2)cc1)c1ccccc1
    0	-0.1	13	9	-1	-32	91	/	13	94	93
O=C(Nc1c(F)cc(F)cc1Br)c1cc(-c2ccc(O)cc2)on1
    0	0.6	25	21	4	-23	104	/	7	103	96
CSCCC(NC(=O)c1ccc(Cl)cc1)C(=O)OCC(=O)Nc1cc(Cl)ccc1C (stereo unspecified)
    -2	0.8	11	7	15	-17	102	15	12	102	97
Cn1nnnc1SCC(=O)Nc1ccccc1C(N)=O
    4	-0.1	19	1	-1	4	104	/	10	101	?

# Assay outcomes: PubChem BioAssay, several laboratories
